Compound activity: PubChem, Sanford-Burnham Center for Chemical Genomics
SENP7 block = blocks the human protease SENP7. AID 434973. recombinant SENP7, Z-RLRGG-aminoluciferin luminescence, 40 min. inhibition, % at 5 µM. Q9BQF6. actives 1.5% (n = 330,000);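 active = inhibition above about 50% at the single test dose, limit read from the data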;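 also: plate controls were DMSO with enzyme for no effect and no enzyme buffer wells for full effect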
Target sequence (Q9BQF6 706-1050 limits assumed): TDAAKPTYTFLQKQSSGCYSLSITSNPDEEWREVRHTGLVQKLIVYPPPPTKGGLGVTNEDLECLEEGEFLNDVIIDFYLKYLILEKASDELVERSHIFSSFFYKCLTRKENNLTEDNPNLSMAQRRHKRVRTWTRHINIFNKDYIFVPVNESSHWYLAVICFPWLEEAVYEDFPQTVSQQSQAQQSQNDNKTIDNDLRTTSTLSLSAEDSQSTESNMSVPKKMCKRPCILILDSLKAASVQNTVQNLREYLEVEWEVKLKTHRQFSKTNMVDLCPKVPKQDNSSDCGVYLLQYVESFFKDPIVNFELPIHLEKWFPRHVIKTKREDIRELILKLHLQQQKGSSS
A3G deaminase = blocks human APOBEC3G single-stranded DNA deamination. Q9HC16. recombinant A3G, ssDNA deamination FAM/TAMRA fluorescence. inhibition, % at 20 µM. actives 0.28% (n = 330,000). AID 493012;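 active = inhibition of at least 40% at 20 µM, with no more than 30% in the related APOBEC3A deaminase screen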;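 also: plate controls were DMSO wells with A3G for no effect and wells lacking A3G enzyme for full effect; some compounds called inactive have numbers as strong as hits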
SENP6 block = SENP6 protease inhibition; Q9GZR1; Recombinant SENP6 catalytic domain, aminoluciferin luminescence; inhibition, % at 10 µM; actives 1.8% (n = 330,000);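 active = inhibition above about 50% at the single tested dose, limit read from the data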;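 also: plate controls were DMSO wells with enzyme for no effect and DMSO wells lacking enzyme for full effect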
Target sequence (Q9GZR1 628-1112 limits assumed): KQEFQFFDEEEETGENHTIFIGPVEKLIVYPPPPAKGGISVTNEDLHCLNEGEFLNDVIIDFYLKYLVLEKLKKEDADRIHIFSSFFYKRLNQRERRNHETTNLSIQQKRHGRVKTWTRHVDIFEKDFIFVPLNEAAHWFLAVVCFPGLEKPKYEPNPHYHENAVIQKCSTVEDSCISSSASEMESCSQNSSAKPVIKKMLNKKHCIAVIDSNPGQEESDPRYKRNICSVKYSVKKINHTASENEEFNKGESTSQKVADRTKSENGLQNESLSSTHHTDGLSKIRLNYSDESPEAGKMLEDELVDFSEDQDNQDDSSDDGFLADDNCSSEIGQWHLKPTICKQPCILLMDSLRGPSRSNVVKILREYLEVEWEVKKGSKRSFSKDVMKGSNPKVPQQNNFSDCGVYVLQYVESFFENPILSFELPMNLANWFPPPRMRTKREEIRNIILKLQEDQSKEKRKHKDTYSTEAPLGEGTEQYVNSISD
SENP8 block-1 = blocks the human protease SENP8. Q96LD8. purified SENP8, Z-RLRGG-aminoluciferin cleavage, luminescence. inhibition, % at 10 µM. actives 1.2% (n = 330,000). AID 2540; in the data active = inhibition above about 50%
Apaf-1 inh = inhibitors of human Apaf-1 apoptosome. inhibition, % at 20 µM. AID 489030. reconstituted apoptosome caspase-3 activity, DEVD-Rh110 fluorescence. actives 0.71% (n = 330,000). O14727; active = inhibition of at least 40% at 20 µM;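 also: plate controls were DMSO wells for no effect and DEVD-CHO caspase inhibitor wells for full effect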
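Assay system: Apoptosome proteins | Medium: pH 7.5 Hepes buffer with CHAPS, BSA, DTT | Also added: Cytochrome c and DEVD-Rh110 substrate | Times: 30 min plus 50 min, RT | Detection: Rhodamine 110 fluorescence at Ex 480/Em 540 nm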
SENP8 block-2 = blocks human SENP8 cleavage of Nedd8 substrate; recombinant SENP8, Nedd8 substrate fluorescence; inhibition, % at 20 µM; actives 0.64% (n = 360,000); AID 602440; in the data active = inhibition mostly above about 40%, no sharp cut-off; inactive = mostly below about 27%
UBC13 inh = human UBC13 polyubiquitination inhibition; P61088; UBC13 polyubiquitin chain formation, TR-FRET; inhibition, % at 20 µM; actives 0.47% (n = 330,000); AID 485273; in the data active = inhibition above about 45%, passing the limit was not always enough; inconclusive = no clear call, values can overlap the other calls
SENP1 inh = SENP1 (human) catalytic domain inhibition; actives 0.21% (n = 360,000); Q9P0U3; recombinant SENP1 catalytic domain, CyPet-SUMO1-YPet FRET cleavage; inhibition, % at 10 µM;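 active = inhibition at least 30% at 10 µM, raw YFP signal under a set limit, fluorescence ratio 0.5 to 1.5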;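 also: 0% = enzyme with DMSO and 100% = no enzyme wells; some results filed as inactive read as strong as hits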
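Material: hSENP1 catalytic domain, recombinant; medium: Tris pH 8 with BME, BSA, NP40 and catalase; compound: single concentration of 10 µM compound, 0.5% DMSO final; technique: FRET read of cyan and yellow fluorescence; timing: 50 min enzyme reaction, room temperature, light-protected; reagent: SFCypet-SUMO1-SFYpet substrate at 25 nM; control set: no-enzyme low, enzyme-DMSO high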
* = called active by the depositor; i = inactive; ? = inconclusive; . = not tested or not shown. Random draw from the library. Share with any hit: about 3.6%.

SMILES	SENP7 block	A3G deaminase	SENP6 block	SENP8 block-1	Apaf-1 inh	SENP8 block-2	UBC13 inh	SENP1 inh
COc1ccc(-c2c(C(=O)O)nc3ccccc3c2C(=O)O)cc1	9	-6	-4	-1	-5	11	0	1
CC(NCC1(N2CCOCC2)CCCCC1)C(=O)Nc1ccc(Cl)cc1Cl (stereo unspecified)	13	-8	-3	-2	0	12	12	0
CCN(Cc1ccncc1)Cc1nc(Cc2ccccc2Cl)no1	6	-1	5	1	1	-30	3	-9
CC1(C)CC(=O)c2cnn(-c3nc4ccccc4[nH]3)c2C1	-4	0	-11	-4	-1	-46	1	-14
CC(C)Oc1ccc(S(=O)(=O)N2CCOCC2)cc1NC(=O)Cc1cccs1	9	-9	-15	-7	11	14	-6	-3
O=C(Nc1nc2ccccc2[nH]1)C1CCC1	18	-2	-4	4	-14	-3	-3	2
O=C1N/C(=C/c2cccn2-c2ccc(F)cc2)C(=O)N1Cc1ccccc1F	1	1	-1	-3	5	-50	0	-10
CCC1(C)Cc2sc3c(=O)[nH]c(=S)[nH]c3c2CO1 (stereo unspecified)	0	-2	-15	-9	3	11	?	-12
O=C(C1CC2CCC1C2)N1CCN(Cc2ccc3c(c2)OCO3)CC1 (stereo unspecified)	8	-3	-2	6	3	.	1	.
CC1(C)CC(=O)c2cnc(N3CCN(c4ccccc4)CC3)nc2C1	0	-1	9	1	9	-6	?	0
Cc1[nH]c2ccccc2c1C(C#N)(C#N)C1C(=O)c2ccccc2C1=O	16	0	6	11	73*	-446	-178	-70
CC(=O)c1cccc(NC(=S)NC(=O)c2ccccc2C)c1	6	-11	3	5	-3	6	-5	2
Fc1ccc(-c2ccc(-c3nn4c(-c5ccco5)nnc4s3)o2)cc1	13	-5	-35	-9	15	-348	23	-13
O=C(O)c1cccc(Nc2nc3ccccc3nc2NS(=O)(=O)c2ccc(F)cc2)c1	2	-6	-4	-5	1	i	1	1
CC(C)(C)CN1CCNC(=O)C1CC(=O)NC1Cc2ccccc2C1 (stereo unspecified)	4	-1	6	8	-6	-47	9	-5
Cc1ccc(CS(=O)(=O)Cc2ccc(C(=O)NCc3ccccn3)o2)cc1	3	-4	-2	2	-32	-2	-1	-3
Clc1ccc(C2=CSC3=Nc4cccc5cccc(c45)N23)cc1	52*	10	82*	7	90*	71*	-57	-49
Nc1cccc2c1C(=O)N(CC(=O)NC13CC4CC(CC(C4)C1)C3)C2=O	1	0	7	-4	7	-422	10	-41
COc1cccc(OC)c1C(=O)Nc1ccc2c(c1)OCCO2	10	-2	7	5	-4	19	-3	0
O=C(CN1C(=O)NC2(CCCC2)C1=O)Nc1cc(Cl)ccc1N1CCCC1	-4	-3	-14	-7	9	14	-1	2
O=C(COC(=O)c1ccc(Cl)c(Cl)c1)NC1CCCC1	-7	-6	7	-5	1	15	-3	4
Cc1cc(C)nc(SCC(=O)N/N=C/c2cccs2)n1	0	-8	-12	-5	-2	6	-11	2
COc1ccc(CNC(=O)C(c2ccncc2)N(C(=O)Cc2cccs2)c2cccc(C)c2)cc1 (stereo unspecified)	9	7	-4	-10	18	8	0	0
CCc1ncc(C(=O)c2ccc(OC)cc2)n1C	-12	-1	-15	-5	0	13	-11	3

Molecules listed so far with a COOH group, in the order listed:
SMILES	SENP7 block	A3G deaminase	SENP6 block	SENP8 block-1	Apaf-1 inh	SENP8 block-2	UBC13 inh	SENP1 inh
COc1ccc(-c2c(C(=O)O)nc3ccccc3c2C(=O)O)cc1	9	-6	-4	-1	-5	11	0	1
O=C(O)c1cccc(Nc2nc3ccccc3nc2NS(=O)(=O)c2ccc(F)cc2)c1	2	-6	-4	-5	1	i	1	1

New compounds follow.
SMILES	SENP7 block	A3G deaminase	SENP6 block	SENP8 block-1	Apaf-1 inh	SENP8 block-2	UBC13 inh	SENP1 inh
COc1ccc(Br)cc1CN1CCCCCC1	-1	-7	16	6	-6	5	5	1
Cc1ccc(C(c2c(C)n(C)n(-c3ccccc3)c2=O)c2c(C)n(C)n(-c3ccccc3)c2=O)s1	7	-4	-5	10	-2	12	4	1
CCn1c(C)nc2cc(C(=O)NNC(=S)Nc3ccc(Cl)cc3)ccc21	-2	0	-13	-1	-11	15	-5	1
O=C(CN1C(=O)NC2(CCc3ccccc3C2)C1=O)Nc1ccc(F)cc1 (stereo unspecified)	6	-4	0	-1	-3	4	9	2
CC1=CS(=O)(=O)CC1Sc1nc2ccccc2[nH]1 (stereo unspecified)	6	-7	12	3	8	15	0	2
COc1ccc(C(=O)NC2CCSc3ccccc32)cc1 (stereo unspecified)	8	-9	5	-18	0	3	-5	0
CC(=O)c1c(C)[nH]c(C(=O)CSc2nnc(-c3ccccc3)o2)c1C	1	-2	2	-7	9	20	-13	-1
COC(=O)C(NNc1ccccc1)(NC(=O)c1cccc(F)c1)C(F)(F)F (stereo unspecified)	-5	28	-6	-5	4	-17	6	2

Entries listed above printed as active in SENP7 block:
| SMILES | SENP7 block | A3G deaminase | SENP6 block | SENP8 block-2 | UBC13 inh | SENP1 inh |
| --- | --- | --- | --- | --- | --- | --- |
| Clc1ccc(C2=CSC3=Nc4cccc5cccc(c45)N23)cc1 | 52* | 10 | 82* | 71* | -57 | -49 |

More compounds.
SMILES	SENP7 block	A3G deaminase	SENP6 block	SENP8 block-1	Apaf-1 inh	SENP8 block-2	UBC13 inh	SENP1 inh
Cc1ccc(NC(=O)CSc2nc(-c3ccco3)nc3cc(=O)[nH]n23)c(Cl)c1	9	2	-8	-10	-32	-10	-19	-1
N#C/C(=C\c1cccnc1)C(=O)Nc1ccc(SC(F)F)cc1	6	-7	-7	8	11	19	11	-8
Cc1c(NC(=O)C2CCCN2S(=O)(=O)c2ccccc2)c(=O)n(-c2ccccc2)n1C (stereo unspecified)	-2	-5	1	-3	-7	16	-2	2
CC1CN(C(=O)COC(=O)Cc2ccc(Cl)cc2)CC(C)O1 (stereo unspecified)	-7	-2	-9	-16	8	8	-17	1
Cc1ccc(S(=O)(=O)NCC(=O)N(CC(=O)NCc2ccco2)C2CCCC2)cc1	3	1	5	-5	4	4	4	1
Cc1ccc(C(C)NC(=S)NCc2ccc(F)cc2)c(C)c1 (stereo unspecified)	-8	-2	-11	0	28	7	0	0
CN(C)S(=O)(=O)N(CC(=O)Nc1ccc2ccccc2c1)c1ccccc1	0	-1	-18	-4	9	26	-2	-1
CN(C)S(=O)(=O)c1ccc2c(c1)c(=O)c(C(=O)NCCCN1CCCCCC1)cn2C	-12	52*	-6	-5	16	16	9	-5
O=C(Cn1nnc(-c2ccc(CN3CCOCC3)cc2)n1)Nc1nc(-c2ccccc2)cs1	0	-3	-5	-5	7	10	1	-3
COc1ccc(S(=O)(=O)Nc2cccc(S(=O)(=O)N3CCCCC3)c2)cc1	2	0	7	9	9	1	-4	-1
O=C(Nc1ccc(C(=O)N2CCCC2)cc1)c1ccccc1F	77*	-5	69*	58*	-24	5	-4	4
O=C(Nc1ccc(Cl)cc1)Nc1nnc(CSCc2ccccc2Cl)s1	-12	-5	-1	-7	-2	11	-28	-4
Cc1c(Nc2nc(C(F)(F)F)nc3ccccc23)c(=O)n(-c2ccccc2)n1C	1	-1	-2	-1	-2	9	1	2
COc1ccc(OC)c(NC(=O)Cc2coc3ccc4ccccc4c23)c1	3	-4	-11	-7	13	26	43	-2
O=C(NCCCn1ccnc1)C(=O)NCC1OCCN1S(=O)(=O)c1ccc2c(c1)OCCO2 (stereo unspecified)	-3	-2	-13	-4	15	14	-11	-1
CCCN1CCN(C(=O)CCCn2c(C)c3cnn(-c4ccccc4)c(=O)c3c2C)CC1	0	1	-2	-3	6	12	1	-7
CC(OC(=O)CCCOc1ccccc1)C(=O)NC(N)=O (stereo unspecified)	-2	-7	0	1	-7	23	5	5
Cc1csc(N(C(=O)c2cccc(S(=O)(=O)N3CCCC3)c2)c2ccccc2)n1	-3	-6	-4	0	5	16	4	-1
CCc1ccccc1NC(=O)Cc1ccc(-n2cccc2)cc1	1	2	11	-1	4	2	-4	1
CCOC(=O)c1ccc(NC(=O)CSC2=NC(=O)C(CC)C(=O)N2)cc1 (stereo unspecified)	-8	-4	-4	-10	-12	5	-1	2
Cc1c(NC(=O)C(=O)/C=C(\O)c2ccc(Cl)cc2)c(=O)n(-c2ccccc2)n1C	-2	3	7	-2	13	22	-16	6
CCN1CCCC1CNc1ccc(S(C)(=O)=O)cc1[N+](=O)[O-] (stereo unspecified)	2	-7	-4	4	3	15	1	-2
Cc1ccc(-n2ncc(Cl)c2C(=O)NC2CC2)cc1	25	-8	34	13	12	9	4	2
COc1ccc(CN(C)C(=O)c2cccc(S(=O)(=O)N3CCN(c4ccccc4)CC3)c2)c(OC)c1OC	8	-5	-9	-6	23	10	-1	3
Cc1ccc(C)c(NC(=O)CS(=O)(=O)c2cn(C)c3ccccc23)c1	-3	-1	13	-2	1	5	6	3
COc1cccc2[nH]c3c(=O)n(CCN(C)C)cnc3c12	0	-7	-10	-7	-4	i	20	-1
Cc1cc(C)n(CC(=O)N2N=C(C(F)F)CC2(O)C(F)F)n1 (stereo unspecified)	10	-7	15	-5	-5	12	2	2
Cc1ccc2oc(=O)n(CC(=O)OC(C)C)c2c1	7	-1	-3	1	-10	2	0	2
Cc1ccc(C(=O)Nc2cc(C)c(OCC(=O)N3CCOCC3)c(C)c2)cc1	5	0	-10	0	3	21	0	0
O=C(NCc1ccccn1)C1CCC(=O)N(Cc2ccc(Cl)cc2)C1 (stereo unspecified)	-4	-1	-10	-5	-2	2	3	1
COc1ccccc1NC(=O)C1CCN(S(=O)(=O)c2ccc3c(c2)CC(C)N3C(C)=O)CC1 (stereo unspecified)	3	2	2	-1	5	6	-1	1
CS(=O)(=O)c1cccc(-c2nnc(NC(=O)CCS(=O)(=O)c3ccccc3)o2)c1	6	-3	-15	-5	5	-67	-5	0
COc1cc(C(=O)NCC(=O)NNC(=O)CN(C)S(=O)(=O)c2ccc(Cl)cc2)cc(OC)c1OC	6	-6	-2	-1	-4	8	12	3
